ABHD5-PLIN5 inh: ABHD5-PLIN5 interaction inhibitors, primary screen, cell lysate, split luciferase complementation, luminescence; AID 602281, 2012; 0.78% of 360,000 active; inhibition, % at 4 µM; Perilipin-5 (Homo sapiens) + 1-acylglycerol-3-phosphate O-acyltransferase ABHD5 (Homo …; Split G. princeps luciferase complementation, 4 h;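 active = inhibition above the mean inhibition across every tested compound plus 3 SD, cut at about 22% in these data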;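 note: 0% = DMSO only wells and the 100% control is not disclosed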
NOD2 RIPK2 PPI: NOD2-RIPK2 binding disruptors in cells, primary screen, fluorescence, CHO cells, BLA complementation; AID 624267, 2012; 0.38% of 360,000 active; inhibition, % at 4.98 µM; CCF4 ratio; in the data active = inhibition above about 21%;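 note: 0% = vehicle only and 100% = reference blocker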
Target sequence (O43353 whole entry, looked up): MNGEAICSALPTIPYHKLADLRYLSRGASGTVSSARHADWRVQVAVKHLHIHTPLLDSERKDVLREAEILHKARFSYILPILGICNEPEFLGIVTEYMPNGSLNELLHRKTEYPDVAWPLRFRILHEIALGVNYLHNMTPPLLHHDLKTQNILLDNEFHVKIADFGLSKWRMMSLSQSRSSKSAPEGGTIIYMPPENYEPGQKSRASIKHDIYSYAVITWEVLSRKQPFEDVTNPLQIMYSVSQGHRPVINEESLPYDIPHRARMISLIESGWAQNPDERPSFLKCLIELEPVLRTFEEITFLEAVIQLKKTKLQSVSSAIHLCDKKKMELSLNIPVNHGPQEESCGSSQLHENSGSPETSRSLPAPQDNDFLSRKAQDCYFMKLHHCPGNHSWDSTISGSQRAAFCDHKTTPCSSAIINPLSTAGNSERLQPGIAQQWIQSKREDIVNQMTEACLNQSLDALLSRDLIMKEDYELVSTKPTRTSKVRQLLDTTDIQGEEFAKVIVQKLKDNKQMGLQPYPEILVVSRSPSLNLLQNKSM
SRC3 inh: SRC3 coactivator transcriptional activity inhibitors, primary screen, cell-based, luminescence | inhibition, % at 3.6 µM | Nuclear receptor coactivator 3 (Homo sapiens), Q9Y6Q9 | HEK293 GAL4-SRC3 luciferase reporter | 0.17% of 360,000 active;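 active = inhibition above a per-campaign cutoff, the mean of all compounds plus 3 SD, cut at about 60% in these data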;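 note: 0% = DMSO-treated cells and 100% = gossypol-treated cells at 36 µM; higher means less SRC3-driven luciferase light from the GAL4 reporter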
TWEAK Fn14 block: inhibitors of TWEAK-Fn14 signaling, primary screen, luciferase reporter cells, uHTS; TWEAK-stimulated Fn14 reporter cells, luciferase luminescence, 8 h; inhibition, % at 10 µM; 2% of 360,000 active; AID 1159606, 2016; in the data active = inhibition above about 50%
COUP-TFII inh: NR2F2 transcriptional activity inhibitors, primary screen, cell-based, luciferase reporter, HEK293T, luminescence; COUP transcription factor 2 (Homo sapiens), P24468; HEK293T NGFI-A luciferase reporter; inhibition, % at 8.6 µM; 0.7% of 370,000 active;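 active = inhibition above a per-plate cutoff, mean inhibition of test wells between control levels plus 3 SD, cut at about 38% in these data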;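 note: cells cotransfected with COUP-TFII expression vector driving the NGFI-A reporter; 0% = median of COUP-TF2 test wells and 100% = reporter-only cells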
Target sequence (P24468 whole entry, looked up): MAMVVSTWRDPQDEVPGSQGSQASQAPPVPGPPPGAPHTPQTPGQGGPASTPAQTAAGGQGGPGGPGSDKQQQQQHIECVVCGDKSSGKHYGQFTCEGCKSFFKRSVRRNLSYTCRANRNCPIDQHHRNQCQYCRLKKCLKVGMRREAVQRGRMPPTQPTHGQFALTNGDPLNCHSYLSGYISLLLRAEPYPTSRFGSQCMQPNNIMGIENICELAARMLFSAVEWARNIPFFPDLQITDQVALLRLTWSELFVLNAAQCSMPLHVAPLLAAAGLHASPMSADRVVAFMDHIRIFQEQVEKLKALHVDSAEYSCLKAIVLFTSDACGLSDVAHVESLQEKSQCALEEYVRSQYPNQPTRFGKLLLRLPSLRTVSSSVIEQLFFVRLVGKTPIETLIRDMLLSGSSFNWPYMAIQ
Granule exo inh: LAMP-1 surface exposure blockers, TALL-104 cells – cell-based, flow cytometry, MLPCN library, primary screen; TALL-104 LAMP-1 surface exposure; cells stimulated with thapsigargin and PMA; inhibition, % at 10 µM; 0.66% of 360,000 active;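 active = inhibition above about 55%, limit read from the data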
SRC2 inh: inhibition of GAL4-SRC2 driven luciferase reporter, primary screen, SRC2 inhibitor project, cell-based, luminescence; AID 651957, 2012; HEK293 GAL4-SRC2 luciferase reporter; 0.17% of 370,000 active; inhibition, % at 9 µM; Nuclear receptor coactivator 2 (Homo sapiens), Q15596;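 active = inhibition above the mean inhibition of all tested compounds plus 3 SD, set per campaign, cut at about 52% in these data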;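 note: 0% = DMSO treated cells and 100% = cells given Gossypol at 36 µM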
LRH-1 inv ag: LRH-1 (NR5A2) inverse agonists, primary screen, cell-based, luminescence, HEK293T, StAR-luciferase reporter; AID 602396, 2012; inhibition, % at 3.6 µM; LRH-1 transfected, 24 h; Nuclear receptor subfamily 5 group A member 2 (Homo sapiens), O00482; 0.13% of 360,000 active;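 active = inhibition above the mean inhibition of all tested compounds plus 3 SD, cut at about 73% in these data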;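 note: 0% = DMSO wells and 100% = reporter-only cells lacking LRH-1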
TLR9-MyD88 inh: inhibitors of TLR9-MyD88 association in cells, primary screen, cell-based, CHO, BLA complementation, fluorescence; CCF4 FRET ratio; inhibition, % at 4.98 µM; 0.21% of 340,000 active; AID 504734, 2011;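 active = inhibition above the mean over all tested compounds plus 3 SD, cut at about 21% in these data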;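 note: 0% = DMSO only wells and 100% = clavulanate BLA inhibitor control wells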
SRC1 inh: SRC1 coactivator transcriptional activity inhibitors, primary screen, cell-based, luminescence; Nuclear receptor coactivator 1 (Homo sapiens), Q15788; HEK293 GAL4-SRC1 luciferase reporter; inhibition, % at 3.6 µM; 0.12% of 360,000 active;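 active = inhibition above the campaign mean plus 3 SD, with each screening campaign given its own cutoff, cut at about 60% in these data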;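 note: 0% = DMSO treated cells and 100% = gossypol at 36 µM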
TROY NFkB inh: inhibitors of TROY-driven NF-kB signaling, primary screen, Q293 LMP1-TROYcd cells, NF-kB luciferase, uHTS; Q293 LMP1-TROYcd NF-kB luciferase reporter, 4 h; inhibition, % at 10 µM; 0.98% of 360,000 active;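 active = compounds whose plate-normalised and pattern-corrected inhibition of the luciferase reporter signal at the single screening dose is 50% or more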
* = called active by the depositor; x = no result given. An excerpt; count on the stated rates, not on these rows.

SMILES	ABHD5-PLIN5 inh	NOD2 RIPK2 PPI	SRC3 inh	TWEAK Fn14 block	COUP-TFII inh	Granule exo inh	SRC2 inh	LRH-1 inv ag	TLR9-MyD88 inh	SRC1 inh	TROY NFkB inh
Cc1ccc(S(=O)(=O)N2C(=O)CCC2C(=O)N2CCCCC2)cc1 (stereo not given)	3	-10	8	1	-20	-9	-6	15	9	5	-2
COc1ccc(N2CCN(CC(=O)c3c(C)n(C)c4ccc(OC)cc34)CC2)cc1	-13	-6	3	-25	-21	37	-28	1	x	2	-23
CCOC(=O)C(CCCOc1ccccc1)C(=O)OCC	12	-1	4	63*	-5	-1	16	26	1	8	x
COc1cccc(NC(=O)c2cc(-c3ccc(OC)cc3OC)nc3ccccc23)c1	-4	-11	1	13	-2	-19	-4	6	x	-4	-19
Cc1cccc(-n2c(C)nc3cc(C(=O)NCC4CCCO4)ccc32)c1 (stereo not given)	-2	-1	4	3	4	-5	-15	4	-2	1	5
O=S(=O)(O)c1ccc(SCc2ccccc2)nc1	7	0	5	1	-1	-4	-4	2	-5	10	0
COC(=O)CCC/C=C1/SCC(NC(=O)c2ccccc2)C1O (stereo not given)	-5	-6	10	-1	10	-2	14	17	-2	2	-2
CCCc1cc(C(=O)OC)c(NC(=O)OCC)s1	-3	-6	1	-11	x	0	x	3	-11	-23	22
CN(C)S(=O)(=O)c1cccc(COc2cccnc2[N+](=O)[O-])c1	2	-3	-10	-1	15	3	-13	13	-4	-89	1
COc1ccnc(N=CNOCc2cccc(Cl)c2Cl)c1C#N	-3	4	8	-45	-5	-1	-39	0	-6	7	-65
CCN(CC(=O)NCc1cccs1)C(=O)c1ccc(S(=O)(=O)N(C)c2ccccc2)cc1	-8	8	-6	2	6	0	3	3	-8	3	3
CC1CCCN(S(=O)(=O)c2ccc(C(=O)Nc3ccccc3-c3nc4ccccc4[nH]3)cc2)C1 (stereo not given)	2	8	14	8	15	-6	6	-7	0	-1	3
O=C(NCc1ccc(Cl)nc1)c1csc([C@@H]2O[C@H](CO)[C@H](O)[C@H](O)[C@H]2O)n1	2	-5	-4	19	15	-9	-4	-1	x	9	5
COc1cccc(NC=C2C(=O)OC(C)(C)OC2=O)c1	-4	4	2	-7	-8	1	-21	9	-5	-11	-14
CCOC(=O)c1cc2c(nc1NC(=S)NCc1ccccc1)CCCC2	0	-3	-17	-23	-14	-6	-3	3	-25	-26	-26
CCOC(=O)C1(C)CCCN1C(=O)c1ccc2ccccc2c1 (stereo not given)	-7	-9	2	3	-4	0	-9	2	x	-15	-1
CC(=O)c1sc(C(C)(C)C)cc1NC(=O)c1ccccc1C(=O)O	7	-2	10	4	3	-5	-2	-3	x	15	-19
COC(=O)CC1SC(=O)NC1=Nc1ccc(C)cc1 (stereo not given)	15	-9	14	-15	3	-1	12	-15	3	-19	-27
Cc1[nH]c(=O)[nH]c1C(=O)CCCCC(=O)OCC(=O)Nc1ccccn1	2	3	18	3	6	0	-8	3	-2	3	-20
c1ccc(Oc2ncnc3sccc23)cc1	-5	6	-6	-1	-12	-1	-8	22	5	5	1
Cc1cc(-c2ccc(C)c(S(=O)(=O)Nc3cccc(CN4CCCC4)c3)c2)on1	4	10	20	-4	6	0	0	19	-1	10	-2
Nc1cccc([N+](=O)[O-])c1	7	-12	18	0	19	-2	-14	-14	-10	0	-10
CCN(CC(=O)NCc1cccs1)C(=O)c1cc(S(=O)(=O)N2CCCCC2)ccc1Cl	-12	-8	10	5	8	-6	-4	-14	-3	0	0
CCCCn1c(O)c(N=Nc2ccccc2O)c2ccccc21	-1	11	-9	-8	-1	6	-16	6	5	-11	3
Cn1c(CNc2cccc(Cl)c2)nnc1SCC#N	2	5	14	-3	17	-2	7	-7	6	-9	-20
N#Cc1ccc(-c2ccc(F)cc2)nc1Sc1ccc(F)cc1	-2	-6	4	-11	-17	1	2	6	7	-2	-22
O=C(N/N=C/c1cc(Cl)cc(Cl)c1O)c1ccncc1	-1	32*	55	-22	-18	-8	25	20	18	27	13
COc1ccc(C(=O)Nc2cc(Cl)ccc2OC(=O)c2ccc(OC)cc2)cc1	2	-3	-42	-10	x	2	x	-51	11	-74	-65
O=C(Nc1ccc(OC(F)(F)F)cc1)Oc1ccccc1N1CCCCC1	0	-3	18	-4	0	13	-29	10	x	5	19
Fc1cccc(Cc2c(-c3ccccc3)nc3c(Cl)cc(C(F)(F)F)cn23)c1	0	9	-12	23	8	-5	-22	-4	x	-10	30
COc1ccc(Cc2noc(CN(C)CCc3ccccc3)n2)cc1OC	-4	-3	12	-11	10	5	1	5	2	-7	10
COc1ccc(OC)c(C=NNC(=O)NN=Cc2cc(OC)ccc2OC)c1	-10	4	-6	9	-2	0	-53	-6	7	-8	3
Cc1cc(OCC(=O)N2CCCC2)ccc1Cl	3	-14	-64	-17	-25	-2	-3	-59	1	-98	-64
O=C(c1ccc(S(=O)(=O)NCC2CCCO2)cc1)N1CCc2ccccc21 (stereo not given)	-6	-6	11	8	18	-2	6	22	-2	4	x
COc1cccc(NC(=S)NNC(=O)CCn2cc([N+](=O)[O-])cn2)c1	-3	6	8	-20	-8	0	-23	-2	x	-2	-29
Cc1ccc(OCCC(=O)OCC(=O)N2CCN(S(=O)(=O)c3ccc(C)cc3)CC2)cc1	2	-10	8	7	16	3	1	14	2	-9	12
Fc1cccc(Cn2cc(C(=S)N3CCCCC3)c3ccccc32)c1	9	-9	10	3	3	8	8	-12	-5	9	5
CCOC(=O)C[C@H]1c2cc(C(F)(F)F)ccc2S(=O)(=O)N1C(C)C	0	-5	-6	-3	-2	-6	-1	5	-6	1	-4
O=C(CN1c2ccccc2S(=O)(=O)c2ccccc21)Nc1ccccc1F	6	-1	-1	15	20	0	-7	-1	1	4	-11
Cc1ccccc1NC(=O)Nc1ccc(C(F)(F)F)cc1	-11	-1	-18	-20	-31	-1	-25	-100	6	-33	-40
COCCCNCC(=O)Nc1sc(C)c(C)c1C(=O)OC	4	0	-2	-2	0	1	-21	11	-2	-5	-7
CC(C)(C)OC(=O)N(CCc1ccccc1)Cc1ccccc1OCc1cccc(NC(=O)C2CCC2)c1	-2	7	-3	-17	2	0	4	-4	1	6	-13
Cc1cc(C)cc(OCCNS(=O)(=O)c2cccs2)c1	-4	4	17	-26	26	0	-13	21	7	3	-25
COc1ccc(CNS(=O)(=O)c2cc3c(cc2Cl)NC(=O)CO3)cc1	-3	-13	11	0	-9	4	3	-12	-1	11	4
CCCc1cc(=O)oc2cc(Oc3ncccn3)ccc12	-2	0	-5	-17	9	-5	5	-22	7	-21	-19
Nn1c(CSc2nc3ccccc3o2)nnc1CSc1nc2ccccc2o1	-8	-36	0	-12	7	0	-5	8	1	-3	-3
CC(C)C(=O)NN(C(=O)C(C)C)c1nc2ccccc2s1	-3	-9	14	-3	2	8	-1	3	-17	-27	-2
COc1cc(OC)c(C(=O)O/N=C(\N)c2ccccn2)cc1OC	5	0	-25	-24	-15	-9	-4	-11	-1	-6	-26
Cc1cc(C)c(NC2=NS(=O)(=O)c3ccccc32)c(C)c1	5	-7	14	12	7	-1	-5	1	-4	2	-8
N#CCCN(NC1=NS(=O)(=O)c2ccccc21)C(=O)c1ccccc1Br	-1	-9	4	12	x	-6	x	-19	-4	16	21
Cc1ccn(-c2cc(O)c(-n3ccc(C)n3)cc2O)n1	7	-7	-15	-3	6	-2	-18	-18	2	-23	-8
CC(C)(O)C(=O)N=Nc1c(O)[nH]c2ccccc12	1	-13	-48	5	-65	-1	-30	-53	11	-64	-24
O=C1OCCC1Sc1nc2cc(Cl)ccc2s1 (stereo not given)	15	-6	-10	1	4	0	4	17	-3	6	-31
CC(=O)C1=C(O)CCC1=N	-1	-17	7	-6	11	-3	-6	-16	-4	-3	-17
Cc1noc(C)c1COc1ccc(C(=O)N2CCN(c3ccccc3O)CC2)cc1	-6	-6	-3	-20	-14	3	-31	15	-11	-3	17
O=C(OCC(=O)N1CCCCC1)c1cccs1	8	-5	-100	23	-23	-2	-33	-103	-6	-127	-2
C/C=C(/C)C(=O)OC1c2c(ccc3ccc(=O)oc23)OC(C)(C)C1OC(C)=O (stereo not given)	0	-7	2	1	11	0	-6	-4	4	-2	-12
Cc1ccc(NS(=O)(=O)c2ccc3c(c2)NC(=O)C(C)C(=O)N3)c(Br)c1 (stereo not given)	-1	-9	2	9	9	13	0	-7	1	-20	-4
CC(C)NC(=O)C1CCN(C2CCN(C(=O)Cc3ccc4c(c3)OCO4)CC2)CC1	2	-3	10	-20	7	0	-11	-2	-12	16	11
O=C1NC(=O)/C(=C\c2ccsc2)N1	6	0	-10	-20	13	-4	-2	6	0	8	3

Further compounds:
SMILES	ABHD5-PLIN5 inh	NOD2 RIPK2 PPI	SRC3 inh	TWEAK Fn14 block	COUP-TFII inh	Granule exo inh	SRC2 inh	LRH-1 inv ag	TLR9-MyD88 inh	SRC1 inh	TROY NFkB inh
O=C(CC(c1ccccc1)c1ccccc1)NCC1CCCO1 (stereo not given)	5	-3	7	0	19	-1	1	9	-8	7	-4
CC1CCCN(CCCNC(=O)c2nn(C)c3c2CS(=O)(=O)c2ccccc2-3)C1 (stereo not given)	-4	-3	6	6	2	-14	-14	-1	6	-17	-4
COc1ccc2sc(-c3ccccc3OC)c(-c3ccc4c(c3)OCCO4)c2c1	-10	-9	-3	-8	0	0	-16	-11	-1	-3	-11
COc1ccc(Br)c(Cn2c(C)c(C(=O)NCCC#N)sc2=O)c1	8	-2	1	10	0	3	3	11	x	-3	-1
Cc1cc(S(=O)(=O)N2CCOCC2)ccc1OCC(=O)Nc1ccccc1F	-5	5	11	-11	-9	-6	-14	9	8	2	14
CS(=O)(=O)N(CCc1ccccc1)CC(=O)Nc1ccccc1	10	-8	11	10	-4	0	4	-3	9	-3	2
Cc1cccc(NC(=O)C2CCN(S(=O)(=O)c3c(C)[nH]c(=O)[nH]c3=O)CC2)c1	-3	18	3	15	10	1	-2	7	4	3	9
Cn1c(=O)c2c(nc(NCc3ccco3)n2CC(O)CO)n(C)c1=O (stereo not given)	1	-1	0	-4	2	-4	-20	18	7	7	5
